Screening results from PubChem BioAssay.
OX1R antag-1 – human HCRTR1 antagonism | O43613 | inhibition, % at 5 µM | 330,000 tested, 0.43% active | CHO/OX1R cells, Fluo-8 calcium fluorescence, orexin A | AID 434989;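 active = inhibition above its plate's threshold, mean inhibition of all tested compounds on the plate plus 3 SD, cut at about 37% in these data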;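 also: 0% = orexin A challenge wells and 100% = SB-334867-A antagonist wells; not every result past the cut was called active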
Target sequence (O43613 whole entry, looked up): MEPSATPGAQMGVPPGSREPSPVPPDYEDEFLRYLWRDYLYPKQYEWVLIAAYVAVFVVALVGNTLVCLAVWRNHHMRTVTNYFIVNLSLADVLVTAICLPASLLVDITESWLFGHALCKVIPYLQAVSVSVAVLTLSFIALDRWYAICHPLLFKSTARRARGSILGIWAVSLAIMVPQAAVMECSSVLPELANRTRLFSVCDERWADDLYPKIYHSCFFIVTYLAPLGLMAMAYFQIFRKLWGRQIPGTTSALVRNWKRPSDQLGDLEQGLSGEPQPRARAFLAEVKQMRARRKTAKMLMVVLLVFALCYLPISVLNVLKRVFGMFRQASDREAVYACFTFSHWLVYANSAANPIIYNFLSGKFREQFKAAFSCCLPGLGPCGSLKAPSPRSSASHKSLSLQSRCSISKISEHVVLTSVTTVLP
OX1R antag-2 – blocks the human orexin 1 receptor; O43613; OX1R-expressing cells, FRET antagonist read-out; inhibition, % at 6.6 µM; 330,000 tested, 1.8% active; AID 485270; in the data active = inhibition mostly above about 38%, no sharp cut-off; inactive = mostly below about 40%;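 also: 0% = agonist challenge alone and 100% = reference antagonist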
* hit, by the source's call.

OX1R antag-2	OX1R antag-1	SMILES
18	-23	COc1ccc(OC)c(CN2CCN(C(=O)c3ccc(NS(=O)(=O)c4cccc([N+](=O)[O-])c4)cc3)CC2)c1
8	-10	CCOC(=O)c1c(S(=O)(=O)NCC(=O)N2CCN(c3ccccc3OC)CC2)c(C)n(C)c1C
5	-22	OCC1(CCOc2ccccc2)CCN(C2Cc3ccccc3C2)CC1
7	-4	Cc1ccc(NC(=O)CCNC(=O)c2ccccc2Cl)cc1S(=O)(=O)N1CCOCC1
13	-16	CCCCCC(=O)NNC1CC(=O)N(c2cccc(OCC)c2)C1=O (configuration not stated)
13	-5	CCOC(=O)c1ccc(NS(C)(=O)=O)cc1
15	-17	Cc1ccc(NC(=O)C2CCCN(C(=O)c3ccc(Cl)cc3)C2)cc1C (configuration not stated)
2	-8	COCCCNC(=O)c1cn(C)c(=O)c2cc(OC)c(OC)cc12
14	6	CCc1cccc2c(C(=O)COC(=O)c3ccc(O)cc3)c[nH]c12
19	-22	Cc1cc(C)cc(NC(=S)NC(=O)CCN2C(=O)c3ccccc3C2=O)c1
8	-29	COc1cc(C(=O)NCCCc2ccccc2)cc(OC)c1OC
-1	6	CCOC(=O)c1c[nH][nH]c1=O
17	-4	Cc1ccc(-c2csc3ncnc(Cl)c23)cc1
8	-18	CCOCCCNC(=O)C1CCN(S(=O)(=O)c2cc(Br)cc3c2N(C(=O)CC)CC3)CC1
25	-21	O=C(Nc1ccc(-n2cnnn2)cc1)C1CCCN1C(=O)Nc1ccc(Br)cc1 (configuration not stated)
2	-6	Cn1c(N)c(C(=O)COC(=O)c2ccc(Cl)nc2)c(=O)n(C)c1=O
3	-12	N#Cc1c(N)nc(SCC(=O)NC2CCCCC2)c(C#N)c1-c1ccc(Cl)cc1
14	-16	Cc1cccc(CCNC(=O)C2CCC(=O)N2Cc2ccc(F)cc2)c1 (configuration not stated)
14	-10	C=COCCn1c(-c2nonc2N)nc2ccccc21
-2	8	COc1cc(-c2nnc(SCC(=O)Nc3cc(C)on3)n2C)cc(OC)c1O

Another view of 3 compounds above:
The line under a structure holds: OX1R antag-2, OX1R antag-1
COCCCNC(=O)c1cn(C)c(=O)c2cc(OC)c(OC)cc12
 : 2, -8
CCc1cccc2c(C(=O)COC(=O)c3ccc(O)cc3)c[nH]c12
 : 14, 6
Cc1cc(C)cc(NC(=S)NC(=O)CCN2C(=O)c3ccccc3C2=O)c1
 : 19, -22

Rewritten comma-delimited: entries from further up.
SMILES,OX1R antag-2,OX1R antag-1
CCc1cccc2c(C(=O)COC(=O)c3ccc(O)cc3)c[nH]c12,14,6
Cc1cc(C)cc(NC(=S)NC(=O)CCN2C(=O)c3ccccc3C2=O)c1,19,-22
COc1cc(C(=O)NCCCc2ccccc2)cc(OC)c1OC,8,-29
CCOC(=O)c1c[nH][nH]c1=O,-1,6

The listing picks up with the 5 entries that preceded the break.
OX1R antag-2	OX1R antag-1	SMILES
2	-6	Cn1c(N)c(C(=O)COC(=O)c2ccc(Cl)nc2)c(=O)n(C)c1=O
3	-12	N#Cc1c(N)nc(SCC(=O)NC2CCCCC2)c(C#N)c1-c1ccc(Cl)cc1
14	-16	Cc1cccc(CCNC(=O)C2CCC(=O)N2Cc2ccc(F)cc2)c1 (configuration not stated)
14	-10	C=COCCn1c(-c2nonc2N)nc2ccccc21
-2	8	COc1cc(-c2nnc(SCC(=O)Nc3cc(C)on3)n2C)cc(OC)c1O
3	-5	Cc1ccc(C)c(N2CCN(C(=O)Cn3ncc4c([nH]c5ccc(C)cc54)c3=O)CC2)c1
7	5	COc1cc(/C=C2/C(=N)N3C(=NC2=O)SN=C3S(C)(=O)=O)ccc1OC(=O)c1ccco1
4	-20	CC(C)c1ccc(NC(=O)N2CCC(c3nc4ccccc4o3)CC2)cc1
35	-18	Cc1nn(C)cc1S(=O)(=O)N1CCN(c2cccc(Cl)c2)CC1
13	-18	COc1ccc(OCCCN2CCc3ccccc3C2)cc1
46	-21	Cc1cccc(C)c1NC(=O)c1ccc([N+](=O)[O-])s1
9	-14	O=C(CN1CCCC1)NC(=O)NC1CCCC1
10	-23	O=C(C1=C[C@H](c2ccc3c(c2)OCO3)C[C@H](OCc2ccc(CO)cc2)O1)N1CCCCCCC1
11	-16	O=C(CN1CCN(c2ccccc2O)CC1)Nc1ccc([N+](=O)[O-])cc1Br
20	-29	COc1ccccc1CNC(=O)c1ccc(OCC2CCCO2)cc1 (configuration not stated)
16	-31	CC(=O)c1c(C)[nH]c(C(=O)N(C)C(c2ccccc2)c2ccccc2)c1C
20	-1	Oc1c(Cl)cc(Cl)cc1C=Nc1ccc(Br)cc1
6	1	Cc1ccc(CNC(=O)Cn2ccc3ccccc3c2=O)o1
1	5	COC(=O)c1ccc(C(=O)OC)c(NC(=O)CN2CCN(c3ccccc3OC)CC2)c1
16	-8	Cn1c(=O)n(C)c2cc(NC(=O)Cc3ccccc3[N+](=O)[O-])ccc21
80*	-19	CCCCN(C(=O)c1cc(=O)[nH]c2ccccc12)c1c(N)n(CCC)c(=O)[nH]c1=O
1	-16	O=C(C1CCCO1)N1CCN(S(=O)(=O)c2ccc(Cl)cc2)CC1 (configuration not stated)
20	-1	O=C(COC(=O)C1CC2CCCC(C1)C2=O)NNC(=O)c1ccccc1F (configuration not stated)
7	-10	C=CCOc1ccc(CNc2nccs2)cc1
14	-18	COc1ccc(-c2ncc3ccccn23)cc1
22	-23	Cc1ccc(-c2noc(-c3ccccc3C(=O)NCC3CCCO3)n2)cc1 (configuration not stated)
5	-24	COc1ccc(C(=O)Nc2ccc3oc(-c4cccnc4)nc3c2)cc1OC
9	10	CC(C)NC(=O)COc1ccc(S(=O)(=O)N2CCOCC2)cc1
13	-5	C/C(=N\N1CCCCC1)c1ccccc1O
20	-13	C=CCn1c(SCC(=O)NC23CC4CC(CC(C4)C2)C3)nc(O)cc1=O
10	6	Cc1ccc(/C=C2\OC(=O)c3ccccc32)cc1
14	-14	COc1ccccc1CNC(=O)CN1C(=O)c2ccccc2S1(=O)=O
22	-1	O=[N+]([O-])c1cccc(/C=C/c2ccncc2)c1
20	-3	O=C(O)c1ccc(N=c2oc3cc(O)ccc3cc2C(=O)NCc2ccccc2)cc1
7	6	COc1cc(C(=O)N/C(=C\c2cn(C)c3ccccc23)C(=O)N2CCOCC2)cc(OC)c1OC
44*	-56	CNc1nc(N)c([N+](=O)[O-])c(Nc2ccccc2OC)n1
11	-9	COc1ccc(C2=NS(=O)(=O)N(C)C(C(=O)Nc3ccc(OC)c(OC)c3)=C2)cc1
24	-9	CN(C)C1=NCCN1CCc1cccc(F)c1
28	-22	CCc1nnc(SCc2cccc(F)c2)nc1CC
21	-16	CC(C)(C)c1cc(CCC(=O)N2CCCC2)cc(C(C)(C)C)c1O
12	-7	Cc1cc(C)cc(NS(=O)(=O)c2cccs2)c1
27	-34	Nc1c(C(=O)NCc2ccco2)sc2nc(N3CCOCC3)c3c(c12)CCCC3
16	-4	CC1(C)CNC(=O)c2sc(N3CCOCC3)nc2C1
8	-30	CN(C)S(=O)(=O)c1ccc(NC(=O)C2CCCN(C(=O)c3ccc(Cl)cc3)C2)cc1 (configuration not stated)
28	-2	NC(=O)c1ccc(NC(=O)CSC2=Nc3ccccc3C3CC=NN23)cc1 (configuration not stated)

Copied from the list:
Result for Nc1c(C(=O)NCc2ccco2)sc2nc(N3CCOCC3)c3c(c12)CCCC3 in OX1R antag-1: -34
Result for COc1ccc(C2=NS(=O)(=O)N(C)C(C(=O)Nc3ccc(OC)c(OC)c3)=C2)cc1 in OX1R antag-1: -9
Result for CCc1nnc(SCc2cccc(F)c2)nc1CC in OX1R antag-2: 28

Other entries
OX1R antag-2	OX1R antag-1	SMILES
0	-2	CC1O[C@H](OC2C(COC3OC(CO)C(O)[C@H](O)C3O)OC(OC3CC[C@]4(C)C(CC[C@@]5(C)[C@@H]4C=C[C@]46OC[C@@]7(CCC(C)(C)C[C@H]74)C(O)C[C@@]56C)C3(C)C)C(O)C2O)C(O)C(O)C1O (some centres not stated)
-4	-17	Cc1ccc(-n2c3c(cc(C(=O)NCc4ccco4)c2=O)C(=O)CCC3)cc1
20	-32	CC(=O)c1ccc(C(=O)N2CCCC(CCC(=O)N(C)CCc3ccccn3)C2)s1 (configuration not stated)
7	0	C=CCn1c(SCC(N)=O)nnc1-c1cnccn1
13	-30	CCCCCCC(=O)N1CCCC(c2nc(-c3cccc(OC)c3)no2)C1 (configuration not stated)
16	16	N=C1C(c2nc(-c3ccc(Cl)cc3)cs2)=C(O)CN1NC(=O)c1ccc(O)cc1
7	0	Cc1c(NC(=S)NC(=O)c2ccc(Br)o2)c(=O)n(-c2ccccc2)n1C
28	-2	Cc1nc2ccccc2c(=O)n1NC(=O)c1ccc([N+](=O)[O-])cc1
9	-43	COCCN(Cc1nc(C(c2ccccc2)c2ccccc2)no1)C(C)C
6	-27	COc1ccccc1NC(=O)CN(Cc1ccco1)C(=O)c1cncc(Br)c1
5	-8	O=C(CCn1c(=O)oc2ccccc21)NCc1ccc2c(c1)OCO2
-6	2	COc1cc(OC)c(C(=O)N2CCCC2)cc1OC
8	-17	COC(=O)C(CCSC)NC(=O)c1cc2c(n(-c3ccccc3)c1=O)CCCC2=O (configuration not stated)
-5	-12	Cc1cc2c3c([nH]c2cc1S(=O)(=O)NCCCOC(C)C)CC(C)(C)CC3=O
35	-12	O=S1(=O)CCO[C@H]2Cc3ccccc3[C@H]2N1Cc1ccc(F)cc1
7	5	COc1ccc(Nc2nnc(C)c(=O)[nH]2)cc1
28	1	Cc1ccc2nc(-c3ccc(N4C(=NC(=O)CCC(=O)O)SC5CS(=O)(=O)CC54)cc3)sc2c1 (configuration not stated)
14	-11	COC(=O)CN1C(=O)C2(C(C#N)=C(N)Oc3c2c(C)nn3-c2ccccc2)c2ccccc21 (configuration not stated)
12	-7	Cc1nn2c(-c3ccncc3)nnc2c2ccccc12
4	1	CSCCC(NC(N)=O)C(=O)Nc1cccc(S(=O)(=O)N2CCOCC2)c1 (configuration not stated)
-5	-14	CCOC(=O)c1ccc(NC(=S)N(CCCN2CCCC2)Cc2cccs2)cc1
35	-7	Cc1n[nH]c(=O)c2c(NC(=O)CSc3nnnn3-c3ccccc3)oc(C)c12
14	-11	c1ccc(-n2ncc3c(NCc4cccnc4)ncnc32)cc1
4	-10	O=C(COC(=O)c1ccccc1Br)NCc1cccs1
5	7	O=C(O)C1=C(Nc2ccccc2)OCC1=O
14	-16	COc1ccc(C2=NS(=O)(=O)N(C)C(C(=O)N3CCC(C)CC3)=C2)cc1
8	-32	N[C@@H](Cc1ccccc1)c1nnc(SCc2ccccc2Cl)o1
7	-9	Cc1ccnc2nc(C(=O)OCC(=O)c3ccc(NC(=O)CC(C)C)cc3)nn12
10	-15	CCCCCCN1N=C(C)C(C(=O)c2ccc(Cl)cc2)C1=O (configuration not stated)
14	-9	O=C(CCSCc1cccc(Cl)c1)NCCC1=CCCCC1
0	-17	Cc1ccc(SCC(=O)NC(C)c2ccccc2)cc1 (configuration not stated)
15	-20	CCCOc1ccc(CNCCCOCC)cc1OC
33	-24	O=C(c1cnn2c(C(F)(F)F)cc(-c3cccs3)nc12)N1CCN(C(c2ccccc2)c2ccccc2)CC1
20	-1	Cc1ccc(C)c(N(CC(=O)N(C)C)S(C)(=O)=O)c1
33	1	O=C(N1CCCC1)n1c(Cc2ccccc2)nc2ccccc21
12	-23	CC(C)Cc1nnc(NC(=O)CCC(=O)Nc2ccccc2F)s1
14	-8	COc1cccc(-c2nc(CS(=O)(=O)CC(=O)NCCCN3CC(C)CC(C)C3)c(C)o2)c1 (configuration not stated)
1	-38	CS(=O)(=O)N1CCN(c2ccccc2NC(=O)c2ccc3c(c2)OCCO3)CC1
4	-25	CCN(CC(=O)NCc1ccc(Cl)cc1)C(=O)Cc1ccc(OC)cc1
32	3	COc1cccc(-n2ccnc2SCC(=O)Nc2cc(OC)ccc2OC)c1
17	-10	COC(=O)c1c(C)noc1-c1ccc(Cl)cc1
29	-24	CCOC(=O)C1(CCOc2ccccc2)CCN(Cc2cnc(C)[nH]2)CC1
5	9	CCC(=O)c1c[nH]c(C(=O)NCCc2ccccn2)c1
19	-15	Cc1ccc(/C=C/S(=O)(=O)NCC(=O)OCC(=O)N2CC(=O)Nc3ccccc32)cc1
14	-17	CCn1c(SCC(=O)N/N=C/c2cccs2)nc2ccccc21
10	-11	CCOc1ncccc1C(=O)NCc1ccc(OC)cc1
11	-26	CCOC(=O)c1c(C)n(C)c2ccc(OCC(O)CN(CC)CC)cc12 (configuration not stated)
12	-29	Cc1cc(OCC(=O)Nc2ccccc2N2CCCCC2)ccc1C(C)C
16	-2	COc1cc2c(CCNC(C)=O)c[nH]c2cc1O
10	-10	S=C1NCCc2ccccc2C1c1ccccc1 (configuration not stated)
